Source: PubChem BioAssay
SENP8 block-1: SENP8 protease inhibitors, primary screen, biochemical, luminescence; AID 2540, 2010; 330,000 compounds, 1.2% hits; Sentrin-specific protease 8 (Homo sapiens), Q96LD8; inhibition, % at 10 µM; purified SENP8, Z-RLRGG-aminoluciferin cleavage; in the data active = inhibition above about 50%
Target sequence (Q96LD8 whole entry, looked up): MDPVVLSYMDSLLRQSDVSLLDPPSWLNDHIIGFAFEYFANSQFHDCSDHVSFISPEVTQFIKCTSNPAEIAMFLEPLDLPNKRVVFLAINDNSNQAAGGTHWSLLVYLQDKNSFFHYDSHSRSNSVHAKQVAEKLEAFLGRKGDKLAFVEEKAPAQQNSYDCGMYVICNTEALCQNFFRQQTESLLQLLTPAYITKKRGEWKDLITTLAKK
beta cell repl: inducers of MIN6 beta-cell proliferation, primary screen, ATP luminescence, uHTS. MIN6 cells proliferation, ATPlite luminescence, 48 h; cells starved in 0.2% serum; 100% = growth in 10% serum. proliferation, % at 10 µM. 330,000 compounds, 0.29% hits;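 active = compounds whose signal lies at least 3.5 SD above the mean of all wells on their plate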;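 also: 0% = DMSO-treated cells in low-serum medium and 100% = 10% serum control; some compounds called inactive have numbers as strong as hits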
SENP6 block: SENP6 protease inhibitors, primary screen, biochemical, luminescence, uHTS; Recombinant SENP6 catalytic domain, aminoluciferin luminescence; inhibition, % at 10 µM; 330,000 compounds, 1.8% hits;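 active = inhibition above about 50% at the single tested dose, limit read from the data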;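 also: plate controls were DMSO wells with enzyme for no effect and DMSO wells lacking enzyme for full effect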
PfG6PD inh: PfG6PD enzyme inhibitors, primary screen, biochemical, fluorescence intensity, uHTS; PfGluPho enzyme, NADPH resazurin-diaphorase fluorescence; inhibition, % at 20 µM; AID 504690, 2011; 350,000 compounds, 0.78% hits;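 active = inhibition reaching at least a set limit at 20 µM in the primary screen, cut at about 59% in these data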;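 also: 0% = DMSO wells with substrate and 100% = DMSO wells lacking glucose-6-phosphate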
SENP8 block-2: human SENP8 protease inhibitors, primary screen, biochemical, fluorescence, Nedd8 protein substrate, uHTS; inhibition, % at 20 µM; Sentrin-specific protease 8 (Homo sapiens), Q96LD8; recombinant SENP8; AID 602440, 2012; 360,000 compounds, 0.64% hits; in the data active = inhibition mostly above about 40%, no sharp cut-off; inactive = mostly below about 27%
SENP1 inh: human SENP1 catalytic domain inhibitors, primary screen, biochemical, FRET, uHTS | 360,000 compounds, 0.21% hits | Sentrin-specific protease 1 (Homo sapiens), Q9P0U3 | inhibition, % at 10 µM | recombinant SENP1 catalytic domain, CyPet-SUMO1-YPet FRET cleavage;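 active = inhibition at least 30% at 10 µM, raw YFP signal under a set limit, fluorescence ratio 0.5 to 1.5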;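 also: 0% = enzyme with DMSO and 100% = no enzyme wells; some results filed as inactive read as strong as hits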
Target sequence (Q9P0U3 419-644 limits assumed): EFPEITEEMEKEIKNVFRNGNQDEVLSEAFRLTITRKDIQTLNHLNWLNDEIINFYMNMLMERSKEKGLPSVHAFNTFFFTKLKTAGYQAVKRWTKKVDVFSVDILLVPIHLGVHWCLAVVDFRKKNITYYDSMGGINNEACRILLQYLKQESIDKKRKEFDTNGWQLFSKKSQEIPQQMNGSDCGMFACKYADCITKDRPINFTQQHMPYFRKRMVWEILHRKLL
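Assay system – human recombinant His6-tagged SENP1 catalytic domain enzyme · Input – SENP1 enzyme, 20 pM final · Buffer or medium – Tris pH 8 buffer plus EDTA, NaCl, BME, BSA, NP40, catalase · Schedule – 50 min reaction at room temperature · Technique – FRET read of cyan and yellow fluorescence · Control set – no-enzyme wells low, DMSO-plus-enzyme wells high control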
HKDC1 inhibitor: HKDC1 hexokinase inhibitors, primary screen, biochemical, fluorescence, uHTS | Q2TB90 | inhibition, % at 20 µM | recombinant HKDC1, G6PDH/diaphorase resazurin coupled fluorescence | 340,000 compounds, 0.16% hits;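 active = inhibition above about 35% when tested at 20 µM, limit read from the data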;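 also: plate controls were DMSO wells with enzyme for no effect and DMSO wells lacking enzyme for full effect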
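Incubation: 90 min at room temperature in dark / Material: recombinant HKDC1 (HK5) hexokinase enzyme, produced in-house / Quantity: enzyme 5 µg/mL final / Compound: one dose of 20 µM, 1% DMSO / Reagent: glucose and ATP substrates / Buffer or medium: Tris pH 8.0 buffer with MgCl2, Tween-20, BSA, BME / Technique: resorufin fluorescence at 613 nm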
SENP7 inh: SENP7 protease inhibitors, primary screen, biochemical, luminescence, uHTS; Sentrin-specific protease 7 (Homo sapiens), Q9BQF6; AID 434973, 2010; 330,000 compounds, 1.5% hits; inhibition, % at 5 µM; recombinant SENP7, Z-RLRGG-aminoluciferin luminescence, 40 min;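 active = inhibition above about 50% at the single test dose, limit read from the data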;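 also: plate controls were DMSO with enzyme for no effect and no enzyme buffer wells for full effect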
Target sequence (Q9BQF6 706-1050 limits assumed): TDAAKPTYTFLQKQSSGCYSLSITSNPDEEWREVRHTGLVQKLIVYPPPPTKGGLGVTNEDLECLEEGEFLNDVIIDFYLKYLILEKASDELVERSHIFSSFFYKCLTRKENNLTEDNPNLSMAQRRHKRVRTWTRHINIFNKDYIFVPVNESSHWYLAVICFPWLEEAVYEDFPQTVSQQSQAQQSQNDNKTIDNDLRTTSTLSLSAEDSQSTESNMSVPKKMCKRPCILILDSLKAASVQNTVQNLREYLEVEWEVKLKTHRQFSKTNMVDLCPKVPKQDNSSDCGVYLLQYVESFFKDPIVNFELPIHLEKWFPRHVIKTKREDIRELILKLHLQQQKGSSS
UBC13 inh: UBC13 polyubiquitin chain formation inhibitors, primary screen, biochemical, TR-FRET, uHTS. Ubiquitin-conjugating enzyme E2 N (Homo sapiens), P61088. inhibition, % at 20 µM. 330,000 compounds, 0.47% hits. AID 485273, 2010; in the data active = inhibition above about 45%, passing the limit was not always enough
Target sequence (P61088 whole entry, looked up): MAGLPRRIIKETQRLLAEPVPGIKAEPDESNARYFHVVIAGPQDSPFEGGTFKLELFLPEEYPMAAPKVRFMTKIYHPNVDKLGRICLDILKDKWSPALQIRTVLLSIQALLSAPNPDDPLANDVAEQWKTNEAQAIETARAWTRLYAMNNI
The depositor's hits bear a star; . = no result given; & = joins results of further samples.

mol	SENP8 block-1	beta cell repl	SENP6 block	PfG6PD inh	SENP8 block-2	SENP1 inh	HKDC1 inhibitor	SENP7 inh	UBC13 inh
CC(=O)Nc1cc(NC(C)=O)cc(C(=O)OCC(=O)N(c2ccccc2)C2CCS(=O)(=O)C2)c1 (stereo not given)	-6	-1	-3	11	-6	-4	18	4	-14
CCn1c(COc2ccccc2)nnc1SCC(=O)NC1CC1	-3	-1	-15	-19	15	0	-5	-11	9
Cc1ccc(N2C(=O)CC(Cn3nc(C)cc3C)C2=O)cc1 (stereo not given)	-1	-1	-14	-3	20	4	-7	-1	-5
Cc1ccc2c(c1)c1nc3ccccc3nc1n2C	-8	-3	6	4	-259	-26	-1	5	53*
CN(CC(=O)NCc1ccc(Cl)cc1)S(=O)(=O)c1cccs1	-5	-1	-8	-13	1	3	-3	-7	-10
Cc1nn2c(nc1=O)NNC2(C)C(C)(C)C (stereo not given)	9	-3	-18	-9	12	-2	-5	0	2
O=S(=O)(NCc1nnc2c(C(F)(F)F)cc(Cl)cn12)c1ccccc1	-12	-4	-16	-8	2	-1	-8	-17	-2
CSc1ccccc1NC(=O)c1noc2c1CCC2	-8	-1	-4	49	10	-1	-5	-4	10
O=C(O)c1ccc(-c2ccccc2C(F)(F)F)o1	1	-3	-3	1	7	1	0	3	-6
O=C(NCCCc1ccncc1)C1CCC(=O)N(Cc2cccc(C(F)(F)F)c2)C1 (stereo not given)	4	-5	2	-9	5	2	-5	3	1
Cc1nc2ccccc2c(=O)n1N(c1ccccc1)c1ccccc1	-4	-3	-6	11	14	0	-1	8	-1
c1ccc(-c2[nH]ncc2-c2nc3ccccc3[nH]2)cc1	-10	1	-10	-14	-26	1	1	14	0
COc1ccc(NC(=O)c2sc(NC(=O)C3CC3)nc2C)cc1	11	-3	24	2	3	2	-2	3	2
NC(=O)CSc1nc(-c2ccccc2Cl)ns1	-3	-2	-29	12	16	1	5	9	8
NC(=O)CCS(=O)(=O)c1ccccc1	-2	-2	-2	-21	4	2	13	4	0
Cc1ccc2c(CC(=O)NNC(=O)c3ccccc3O)coc2c1	-8	-4	2	-50	-167	-3	-8	-6	-7
Cc1ccc(C(=O)Nc2nc(=O)[nH]s2)cc1	-5&-11	-3&5	-14&-22	-3&11	14&11	0&2	-10&-11	-1&6	-2&2
COc1cccc(CNC(=O)c2ccc(N3CCOCC3)c([N+](=O)[O-])c2)c1	4	0	-9	4	22	0	1	-3	-4
CCOC(=O)C1CCN(Cc2cnc(Oc3ccc(C(C)(C)C)cc3)s2)CC1	1	-5	4	16	12	1	2	102*	5
O=C(Cn1cc([N+](=O)[O-])cn1)NCCc1nc2ccccc2[nH]1	-6	3	2	17	22	-1	-3	-1	-4
CC(=O)C1=C(O)C(=O)N(Cc2ccco2)C1c1ccc2c(c1)OCO2 (stereo not given)	-5	0	-10	10	9	1	-2	-6	-5
O=C(CN1C(=O)CC(c2ccccc2)S(=O)(=O)c2ccccc21)NC1CCCC1 (stereo not given)	7	-4	-5	-14	9	1	-6	3	6
O=C1c2ccccc2C(=O)N1CCCn1ccnc1	1	1	4	0	14	-2	-5	0	-3
FC(F)Oc1ccc(NC(=S)Nc2ccc3cn[nH]c3c2)cc1	-7	0	5	6	-40	-4	9	6	8
Cc1onc(-c2c(Cl)cccc2Cl)c1C(=O)N(C)Cc1ccccc1	7	1	0	-1	12	2	-1	-1	-11
CC(=O)Nc1ccc(S(=O)(=O)Oc2cccc(N3C(=O)C4CCCCC4C3=O)c2)cc1 (stereo not given)	-11	-3	-13	-3	17	3	-5	0	-15
CC(C)COc1cccc(-c2cc(C(=O)N/N=C/c3ccncc3)c3ccccc3n2)c1	-2	-7	-7	15	-126	0	12	-15	-8
O=C(O)c1ccccc1C(=O)OCc1ccccc1	-2	-3	-7	-5	20	0	-8	-1	1
Cc1cccc(NC(=O)c2ccc(S(=O)(=O)N3CCCCCC3)cc2)n1	-17	-3	1	-8	12	3	4	-2	-6
Cc1ccc(-c2cc(Cc3cccs3)c(=O)[nH]n2)cc1	2	-1	-6	-20	8	1	3	4	-3
COc1ccc(N2C(=O)CC(Cc3ccccc3)C2=O)cc1 (stereo not given)	2	0	4	-1	8	3	-9	-7	-3
COc1ccc(N2CCN(C(=O)Cn3cnc4c(cnn4-c4ccccc4)c3=O)CC2)cc1	-1	-2	-8	3	16	1	-6	-2	2
CC1OC23CCCCC2C(C#N)(C(=N)O3)C1(C#N)C#N (stereo not given)	-1	-2	-14	2	-204	-62	2	3	1
O=S(=O)(c1ccccc1)N(Cc1ccccn1)Cc1ccccn1	0	-4	-5	-11	16	0	-4	4	4
COc1cc(/C=N/NC(=O)c2nonc2C)ccc1O	82*	-4	67*	-2	15	1	-7	77*	-14
Cc1cc(C)cc(-c2nnc(SCC(=O)NCc3cccs3)o2)c1	-5	0	-11	1	13	3	-10	0	10
Cn1c(CCNC(=O)c2cc(COc3ccc(F)c(F)c3)on2)nc2ccccc21	-1	-1	-10	14	-7	-3	-3	2	2
CCCCCCCNC1=CC(=O)CC(c2ccccc2)C1 (stereo not given)	-2	-6	-9	-5	-3	-30	-2	2	14
CCn1nc(C)cc1C(=O)Sc1ccc(C)cc1	1	-1	8	-2	12	0	-1	-1	0
O=C(/C=C/c1ccccc1)Nc1cccc(C(=O)NCCc2ccccc2)c1	.	.	.	20	11	1	-3	.	.
CCCCOc1ccc(NC(=O)CN2CCN(C(=O)OCC)CC2)cc1	-3	-1	-4	-20	22	1	6	0	7
COc1cccc(NC(=O)COC(=O)/C=C/c2ccc(Cl)cc2Cl)c1	1	-1	-4	-3	-4	0	-5	7	3
O=C(NCc1ccccn1)c1ccc(Cl)cc1Cl	5	1	-7	-8	9	2	-11	-3	10
Cc1cccc(C)c1NC(=O)C(=O)NCCCN1CCOCC1	1	0	5	7	13	0	-8	7	2
CN(C)S(=O)(=O)c1cc(NC(=O)CN2CCc3ccccc32)ccc1Cl	3	-2	-5	-7	-19	-8	-7	-2	-19

Ordered by value in SENP7 inh (largest number first): 3 from the list above
SMILES | SENP7 inh
Cn1c(CCNC(=O)c2cc(COc3ccc(F)c(F)c3)on2)nc2ccccc21 | 2
CCn1nc(C)cc1C(=O)Sc1ccc(C)cc1 | -1
COc1ccc(N2C(=O)CC(Cc3ccccc3)C2=O)cc1 (stereo not given) | -7

The results go on:
mol	SENP8 block-1	beta cell repl	SENP6 block	PfG6PD inh	SENP8 block-2	SENP1 inh	HKDC1 inhibitor	SENP7 inh	UBC13 inh
NC(N)=Nc1nc2cc([N+](=O)[O-])ccc2o1	-13	-2	12	2	8	0	-6	-1	-15
CCN1/C(=C/C(=S)Nc2ccccc2)Sc2ccccc21	-18	-4	-8	53	10	-6	5	10	9
Cc1cc(Br)ccc1NC(=S)N1CCOCC1	-8	-1	-3	7	13	0	-1	8	-10
COc1ccc(/C=N/n2c(-c3n[nH]c4c3CCC4)n[nH]c2=S)c(OC)c1OC	-4	1	-8	33	0	1	-3	-13	-11
COC(=O)[C@@]1(Cc2ccccc2)[C@H]2C(=O)N(C)C(=O)[C@H]2[C@H]2CN=C(SCc3ccc(Cl)cc3)N21	.	.	.	20	-2	2	-2	6	.
CSc1ccc(C2N=C(c3ccccc3)NO2)cc1 (stereo not given)	45	1	61*	1	-100	1	6	11	2
CN1C(=O)c2c(sc3c2CCCC3)NC1c1ccccc1O (stereo not given)	-12	-3	-2	.	.	.	.	13	-11
CN=C(C[N+](=O)[O-])NCCSCc1ccc(CN(C)C)o1	-1	-1	10	11	11	-10	-8	-8	-3
Cc1cc(NC(=O)c2cnn3cccnc23)n(-c2ccccc2)n1	-12	2	-15	14	-25	3	2	-7	5
O=C1N=C(N2CCN(c3ccccc3)CC2)S/C1=C/c1ccco1	-5	-3	-2	10	12	3	1	4	-7
Cn1c(SCC(=O)OCc2ccccc2)nnc1-c1ccco1	2	4	-1	-12	25	0	-2	7	2
COC(=O)c1ccc(C2/C(=C(/O)c3ccc4c(c3)CC(C)O4)C(=O)C(=O)N2Cc2ccncc2)cc1 (stereo not given)	-1	-2	3	-25	-24	1	0	3	-15
O=C(Nc1ccccc1Br)c1cc[n+]([O-])cc1	0	-1	-8	6	6	1	-6	-6	1
O=C(O)C(=O)Nc1ccc(NC(=O)C(c2ccccc2)c2ccccc2)cc1	-3	-3	-1	-6	6	2	-3	-10	-2
O=C1C2CCCN2C(=S)N1Cc1ccccc1 (stereo not given)	0	0	18	7	7	3	0	-1	-8
COc1ccccc1CCNC(=O)c1cc(-c2ccccn2)nc2ccc(Br)cc12	-7	-4	-3	.	.	.	.	4	-19
CC(C)(C)OC(=O)N1CCOCCOCCN(C(=O)OC(C)(C)C)CCOCC1	-8	0	-16	6	20	1	1	-4	-5
CC(=O)N1CCN(C(=O)CCc2c[nH]c3ccccc23)CC1	-8	-1	-33	7	25	2	0	-10	-1
CCn1c(COc2ccccc2)nnc1SCC(=O)Nc1cc(OC)ccc1OC	-1	-1	2	-7	16	5	0	1	8
CCn1c(O)c(/C=C/C=C/C=Nc2ccccc2)sc1=S	5	0	1	13	12	-1	-5	1	-6
CCOC(=O)c1c(C)[nH]c(C(=O)COC(=O)/C=C/c2cccc(OC)c2OC)c1C	5	-1	-2	-16	-153	2	-9	2	17
CCOC(=O)c1[nH]c(=O)[nH]c1COC(=O)c1cc2ccccc2o1	-2	-2	-5	13	-10	12	-5	13	-12
CCN(CC)C(NC(=O)Cc1ccccc1)C(Cl)(Cl)Cl (stereo not given)	-5	0	-3	-19	25	1	1	1	6
O=C(COC(=O)CNC(=O)c1ccccc1)Nc1ccc(F)c([N+](=O)[O-])c1	5	2	-6	-4	6	0	2	4	-10
O=C(CS)Nc1ccc2ccccc2c1	.	.	.	8	8	-1	-7	.	.
COc1ccc(OCc2nc(N)nc(Nc3ccc(C)cc3)n2)cc1	-13	-5	-20	-3	12	-1	-2	-10	-8
Cc1cc(N2CCN(c3ccccc3Cl)CC2)n2cc(-c3ccccc3)nc2n1	-6	-4	-20	24	-281	-2	0	1	8
CCCCN(C(=O)NC(=O)C1=C(N2CCOCC2)/C(=C/c2ccccc2)CC1)S(C)(=O)=O	-3	-1	6	-21	-276	-26	18	7	9
